eLon inh = inhibits E. coli Lon protease | inhibition, % at 7.94 µM | AID 602123 | purified E. coli Lon protease, fluorescence polarization | P0A9M0 | 360,000 tested, 0.42% active; in the data active means inhibition above about 13%, passing the limit was not always enough;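 further: 0% = enzyme with probe and DMSO and 100% = no enzyme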
MsrA inh = inhibitors of bovine MsrA; purified bovine MsrA, absorbance read-out; inhibition, % at 15.5 µM; 360,000 tested, 0.75% active; in the data active means inhibition above about 4.5%;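 further: 0% = vehicle wells with enzyme and 100% = reference inhibitor wells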
bovine MsrA act = activates bovine MsrA enzyme. purified bovine MsrA, absorbance read-out. activation, % at 10.6 µM. AID 602163. 360,000 tested, 0.3% active; in the data active means activation above about 7.5%;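 further: 0% = vehicle and 100% = reference activator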
SKN-1 block = blocks SKN-1 activity in C. elegans. C. elegans VP596 Pgst-4::GFP/RFP ratio, acrylamide-induced, 24 h. 360,000 tested, 0.49% active. AID 624304. inhibition, % at 21.8 µM;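 active means interference check ratio from 0.5 to 1.5 plus GFP to RFP signal ratio inhibition reaching or exceeding a fixed threshold, cut at about 30% in these data, passing the limit was not always enough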; further: some compounds called inactive have numbers as strong as hits
MT1-MMP act inh = inhibitors of human MT1-MMP activation; HT1080 RFP-PRO-GFP cells, GFP/RFP ratio fluorescence, overnight; percent of plate control window, DMSO zero; GFP/RFP ratio change, % at 20 µM; 360,000 tested, 0.061% active;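 active means GFP/RFP ratio change of at least 30% with cell ATP level not reduced by more than half and red fluorescence within 50% of control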; further: strong numbers were not always called active
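Assay system: HT1080 RFP-PRO-GFP cells | Dosing: 20 µM single dose, 1% DMSO | Incubation: Cells overnight before dosing, compound overnight, 37 °C, 5% CO2 | Evaluation: GFP/RFP fluorescence ratio | Control set: DMSO-only wells and HT1080 RFP-L50D-GFP cell wells as references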
FAS TE block = blocks the thioesterase domain of human fatty acid synthase | recombinant FAS-TE, OMFH fluorogenic substrate, fluorescence endpoint | inhibition, % at 15 µM | 360,000 tested, 0.67% active | AID 602261;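 active means compounds whose normalised, plate-corrected inhibition of enzyme fluorescence in the single-dose primary screen is 50% or more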;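 further: 0% = DMSO with enzyme and 100% = substrate without enzyme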
NRP1-CendR mod = alters CendR peptide binding to human NRP-1; O14786; FAM-RPARPAR peptide binding to NRP-1, fluorescence polarization; inhibition, % at 25 µM; 360,000 tested, 0.85% active;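 active means inhibition or corrected inhibition above about 18%, plus a signal ratio from 0.5 to 1.5, limit read from the data, passing the limit was not always enough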; further: strong numbers were not always called active
Neddylation inh = inhibitors of human cullin neddylation; P61081+Q13564; TR-FRET cullin neddylation, biochemical; calls only at 25 µM; 360,000 tested, 0.58% active; AID 651699; in the data active means inhibition above about 36%
Target sequence (P61081 whole entry, looked up): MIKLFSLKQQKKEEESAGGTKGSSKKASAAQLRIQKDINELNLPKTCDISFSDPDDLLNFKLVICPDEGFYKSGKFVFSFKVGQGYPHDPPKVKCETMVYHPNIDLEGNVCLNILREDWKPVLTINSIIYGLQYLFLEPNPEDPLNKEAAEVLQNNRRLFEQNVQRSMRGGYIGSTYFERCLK
Target sequence (Q13564 whole entry, looked up): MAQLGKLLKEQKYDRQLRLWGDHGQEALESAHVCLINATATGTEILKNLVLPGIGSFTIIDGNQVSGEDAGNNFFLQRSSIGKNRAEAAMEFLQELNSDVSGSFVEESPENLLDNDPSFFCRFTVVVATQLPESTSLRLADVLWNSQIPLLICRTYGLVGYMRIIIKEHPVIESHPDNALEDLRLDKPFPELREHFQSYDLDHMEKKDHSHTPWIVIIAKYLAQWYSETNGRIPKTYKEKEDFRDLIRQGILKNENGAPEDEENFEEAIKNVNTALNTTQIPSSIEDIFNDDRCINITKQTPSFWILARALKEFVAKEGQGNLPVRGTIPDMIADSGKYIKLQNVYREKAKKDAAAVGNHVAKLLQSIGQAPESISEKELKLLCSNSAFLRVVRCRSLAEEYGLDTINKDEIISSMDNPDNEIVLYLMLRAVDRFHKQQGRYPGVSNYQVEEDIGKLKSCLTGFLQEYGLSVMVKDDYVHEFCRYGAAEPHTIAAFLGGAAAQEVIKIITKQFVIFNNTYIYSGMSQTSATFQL
Rin1 Abl inh = inhibitors of human Rin1-Abl protein interaction; P00519+Q13671; TR-FRET Rin1/Abl binding, biochemical; inhibition, % at 7.35 µM; 360,000 tested, 0.4% active; AID 588664; in the data active means inhibition above about 5%, passing the limit was not always enough
An asterisk follows results filed as active. Outcome played no part in choosing rows, and some 4.2% of all compounds hit somewhere here.

How did Cc1ccc(S(=O)(=O)N2C[C@@H](C)[C@]3(C2)[C@H](O)[C@H](OC(=O)NC2CC2)C[C@H]2C(=O)N(c4ccccc4)C(=O)[C@H]23)cc1 do in these assays?
eLon inh: -6; MsrA inh: 0.3; bovine MsrA act: 0; SKN-1 block: -7; MT1-MMP act inh: -2; FAS TE block: -2; NRP1-CendR mod: -2; Neddylation inh: inactive; Rin1 Abl inh: 1

How did N#CCCN(C(=O)COC(=O)c1ccc2c(c1)NC(=O)CS2)c1ccc2c(c1)OCCO2 do in these assays?
eLon inh: -9; MsrA inh: 0.3; bovine MsrA act: -13; SKN-1 block: -40; MT1-MMP act inh: 1; FAS TE block: -11; NRP1-CendR mod: -7; Neddylation inh: inactive; Rin1 Abl inh: 1

Results for Cc1cc(C)cc(NC(=O)Oc2ccccc2N2CCCCC2)c1 ?
eLon inh: -1; MsrA inh: -0.1; bovine MsrA act: -3; SKN-1 block: -7; MT1-MMP act inh: 6; FAS TE block: 20; NRP1-CendR mod: 1; Neddylation inh: inactive; Rin1 Abl inh: -1

How did CC(C)C(NC(=O)c1c(F)cccc1F)C(=O)N1CCN(c2ncccn2)CC1 (configuration not stated) do in these assays?
eLon inh: -5; MsrA inh: 0.0; bovine MsrA act: -2; SKN-1 block: 9; MT1-MMP act inh: 2; FAS TE block: -6; NRP1-CendR mod: -6; Neddylation inh: inactive; Rin1 Abl inh: 2

What do the screens show for `Cc1ccc(NC(=O)CN(C)C(=O)c2cc(-c3ccccc3)nn2-c2ccccc2)cc1`?
eLon inh: -4; MsrA inh: -1.6; bovine MsrA act: -1; SKN-1 block: 13; MT1-MMP act inh: -3; FAS TE block: 22; NRP1-CendR mod: -6; Neddylation inh: inactive; Rin1 Abl inh: -3

Results for CCOc1ccc(C(=O)CCC(=O)NC(C)C(=O)OC)cc1 (configuration not stated) ?
eLon inh: -16; MsrA inh: 0.9; bovine MsrA act: -14; SKN-1 block: -15; FAS TE block: 0; NRP1-CendR mod: 1; Neddylation inh: inactive; Rin1 Abl inh: 2

Results for Cc1ccc([C@H]2N[C@]3(CCCN(Cc4ccc(Cl)cc4)C3=O)[C@H]3C(=O)N(C)C(=O)[C@@H]23)cc1 ?
eLon inh: -4; MsrA inh: -0.7; bovine MsrA act: -1; SKN-1 block: 12; MT1-MMP act inh: -4; FAS TE block: -4; NRP1-CendR mod: -11; Neddylation inh: inactive; Rin1 Abl inh: 1

Results for CCOC(=O)N/N=C/c1cn(Cc2ccccc2Cl)c2ccccc12 ?
eLon inh: -1; MsrA inh: 0.1; bovine MsrA act: -5; SKN-1 block: 9; MT1-MMP act inh: -9; FAS TE block: 8; NRP1-CendR mod: 3; Neddylation inh: inactive; Rin1 Abl inh: 3

Results for CC(=O)Nc1ccc(S(=O)(=O)N(C)CC(=O)OCC(=O)Nc2cc(C)on2)cc1 ?
eLon inh: -6; MsrA inh: 0.5; bovine MsrA act: -4; SKN-1 block: 0; MT1-MMP act inh: -2; FAS TE block: -10; NRP1-CendR mod: -5; Neddylation inh: inactive; Rin1 Abl inh: -3

What do the screens show for `O=C(O)c1nccnc1C(=O)Nc1ccccc1-c1ccccc1`?
eLon inh: 15; MsrA inh: -0.5; bovine MsrA act: -8; SKN-1 block: -13; MT1-MMP act inh: 2; FAS TE block: 0; NRP1-CendR mod: -4; Neddylation inh: inactive; Rin1 Abl inh: -3

Quoted from the listing for reference:
Results for CCOc1ccc(C(=O)CCC(=O)NC(C)C(=O)OC)cc1 (configuration not stated) ?
eLon inh: -16; MsrA inh: 0.9; bovine MsrA act: -14; SKN-1 block: -15; FAS TE block: 0; NRP1-CendR mod: 1; Neddylation inh: inactive; Rin1 Abl inh: 2

Results for Cc1ccc([C@H]2N[C@]3(CCCN(Cc4ccc(Cl)cc4)C3=O)[C@H]3C(=O)N(C)C(=O)[C@@H]23)cc1 ?
eLon inh: -4; MsrA inh: -0.7; bovine MsrA act: -1; SKN-1 block: 12; MT1-MMP act inh: -4; FAS TE block: -4; NRP1-CendR mod: -11; Neddylation inh: inactive; Rin1 Abl inh: 1

Results for CCOC(=O)N/N=C/c1cn(Cc2ccccc2Cl)c2ccccc12 ?
eLon inh: -1; MsrA inh: 0.1; bovine MsrA act: -5; SKN-1 block: 9; MT1-MMP act inh: -9; FAS TE block: 8; NRP1-CendR mod: 3; Neddylation inh: inactive; Rin1 Abl inh: 3

Results for CC(=O)Nc1ccc(S(=O)(=O)N(C)CC(=O)OCC(=O)Nc2cc(C)on2)cc1 ?
eLon inh: -6; MsrA inh: 0.5; bovine MsrA act: -4; SKN-1 block: 0; MT1-MMP act inh: -2; FAS TE block: -10; NRP1-CendR mod: -5; Neddylation inh: inactive; Rin1 Abl inh: -3

What do the screens show for `O=C(O)c1nccnc1C(=O)Nc1ccccc1-c1ccccc1`?
eLon inh: 15; MsrA inh: -0.5; bovine MsrA act: -8; SKN-1 block: -13; MT1-MMP act inh: 2; FAS TE block: 0; NRP1-CendR mod: -4; Neddylation inh: inactive; Rin1 Abl inh: -3

(list continues)
What do the screens show for `COc1ccc(-c2csc(NC(C)c3nc4cc(Cl)c(N5CCCCC5)cc4n3CCCO)n2)cc1` (configuration not stated)?
eLon inh: 3; MsrA inh: 0.8; bovine MsrA act: -1; SKN-1 block: 3; MT1-MMP act inh: -5; FAS TE block: 29; NRP1-CendR mod: -4; Neddylation inh: inactive; Rin1 Abl inh: 1

Results for O=C(Cc1ccc(Cl)cc1)N1CCc2ccccc2C1 ?
eLon inh: -2; MsrA inh: 0.7; bovine MsrA act: -2; SKN-1 block: 7; MT1-MMP act inh: 4; FAS TE block: 16; NRP1-CendR mod: 6; Neddylation inh: inactive; Rin1 Abl inh: -2

What do the screens show for `Cc1cccc(C(=O)CC(=O)c2cc(Cl)ccc2O)c1`?
eLon inh: 2; bovine MsrA act: -2; SKN-1 block: 10; MT1-MMP act inh: -22; FAS TE block: 13; NRP1-CendR mod: 5; Neddylation inh: inactive; Rin1 Abl inh: 2

How did CC(C)NC(=O)c1ccc(Cl)cc1Cl do in these assays?
eLon inh: -1; MsrA inh: 1.3; bovine MsrA act: 0; SKN-1 block: 9; MT1-MMP act inh: 3; FAS TE block: -8; NRP1-CendR mod: 7; Neddylation inh: inactive; Rin1 Abl inh: 3

How did N=C(c1ccc([N+](=O)[O-])cc1)N1CCCCC1 do in these assays?
eLon inh: 6; MsrA inh: -1.4; bovine MsrA act: -12; SKN-1 block: 0; MT1-MMP act inh: 3; FAS TE block: -9; NRP1-CendR mod: 6; Neddylation inh: inactive; Rin1 Abl inh: 5

How did C/C(=C\C(=O)c1ccc(Cl)cc1)NCc1ccc2c(c1)OCO2 do in these assays?
eLon inh: -6; MsrA inh: 0.7; bovine MsrA act: 3; SKN-1 block: 13; MT1-MMP act inh: 1; FAS TE block: 20; NRP1-CendR mod: 4; Neddylation inh: inactive; Rin1 Abl inh: -1

What do the screens show for `Cc1ccc(NC(=O)c2cccnc2)cc1S(=O)(=O)N1CCOCC1`?
eLon inh: -2; MsrA inh: 1.1; bovine MsrA act: -1; SKN-1 block: 6; MT1-MMP act inh: 5; FAS TE block: -8; NRP1-CendR mod: -12; Neddylation inh: inactive; Rin1 Abl inh: 1

How did CCOc1cc2ccccc2cc1C(=O)Nc1ccccn1 do in these assays?
eLon inh: -9; MsrA inh: 0.8; bovine MsrA act: 1; SKN-1 block: 12; MT1-MMP act inh: -6; FAS TE block: 3; NRP1-CendR mod: 6; Neddylation inh: inactive; Rin1 Abl inh: -8

What do the screens show for `CCOC(=O)c1cc(-c2ccccc2)sc1NC(=O)CC`?
eLon inh: -2; MsrA inh: 0.7; bovine MsrA act: -2; SKN-1 block: -1; MT1-MMP act inh: 2; FAS TE block: 14; NRP1-CendR mod: 8; Neddylation inh: inactive; Rin1 Abl inh: -4

How did Cc1ccc(C(=O)COC(=O)C(C)N2C(=O)C3C4C=CC(C4)C3C2=O)cc1 (configuration not stated) do in these assays?
eLon inh: -5; MsrA inh: 0.6; bovine MsrA act: -6; SKN-1 block: 4; MT1-MMP act inh: 0; FAS TE block: -7; NRP1-CendR mod: 0; Neddylation inh: inactive; Rin1 Abl inh: 2

What do the screens show for `Cc1cc(C)cc(OCCNC(=O)CCc2ccccc2)c1`?
eLon inh: 7; MsrA inh: 0.6; bovine MsrA act: 0; SKN-1 block: 4; MT1-MMP act inh: 4; FAS TE block: 7; NRP1-CendR mod: 0; Neddylation inh: inactive; Rin1 Abl inh: -3

Results for O=C(COc1cc2oc(=O)c3c(c2cc1Cl)CCC3)NCc1ccccn1 ?
eLon inh: -7; bovine MsrA act: 1; SKN-1 block: 2; MT1-MMP act inh: 0; FAS TE block: -4; NRP1-CendR mod: -8; Neddylation inh: inactive; Rin1 Abl inh: 2

How did Cc1nc(Nc2ccc3c(c2)OCCO3)c2nnn(Cc3ccccc3Cl)c2n1 do in these assays?
eLon inh: 13; MsrA inh: 2.0; bovine MsrA act: -1; SKN-1 block: 4; MT1-MMP act inh: -22; FAS TE block: 27; NRP1-CendR mod: -16; Rin1 Abl inh: -3

What do the screens show for `Cc1ccc(/C=C/C(=O)Nc2ccc(Oc3ccccc3)cc2)o1`?
eLon inh: -5; MsrA inh: 0.7; bovine MsrA act: -6; SKN-1 block: 6; MT1-MMP act inh: -9; FAS TE block: 24; NRP1-CendR mod: -3; Neddylation inh: inactive; Rin1 Abl inh: 1

What do the screens show for `CCN(C(=O)COc1nc(C)cc(C)c1C#N)c1ccccc1`?
eLon inh: -6; MsrA inh: -0.5; bovine MsrA act: -7; SKN-1 block: -7; MT1-MMP act inh: -2; FAS TE block: 6; NRP1-CendR mod: -3; Neddylation inh: inactive; Rin1 Abl inh: -2

Results for O=C(NCCN1CCOCC1)c1cc2cc([N+](=O)[O-])ccc2s1 ?
eLon inh: -3; MsrA inh: 0.7; bovine MsrA act: -9; SKN-1 block: -9; MT1-MMP act inh: -1; FAS TE block: 7; NRP1-CendR mod: -7; Neddylation inh: inactive; Rin1 Abl inh: -3

What do the screens show for `O=C(NCCO)c1cccc(-c2cnc3cccnn23)c1`?
eLon inh: -3; MsrA inh: 0.5; bovine MsrA act: -1; SKN-1 block: -1; MT1-MMP act inh: -1; FAS TE block: -7; NRP1-CendR mod: 8; Rin1 Abl inh: -1

How did Cc1ccc(NC(=O)COC(=O)C(CC(C)C)N2C(=O)C3CC=CCC3C2=O)c(C)c1 (configuration not stated) do in these assays?
eLon inh: -5; MsrA inh: -0.6; bovine MsrA act: -3; SKN-1 block: 3; MT1-MMP act inh: 0; FAS TE block: -7; NRP1-CendR mod: 1; Neddylation inh: inactive; Rin1 Abl inh: 2

How did CC(=O)c1c(C)nc(-c2ccc(OCC(=O)Nc3ccccc3)cc2)n1O do in these assays?
eLon inh: 4; MsrA inh: 1.4; bovine MsrA act: -1; SKN-1 block: -7; MT1-MMP act inh: 5; FAS TE block: -4; NRP1-CendR mod: 0; Neddylation inh: inactive; Rin1 Abl inh: 2

Results for CCC[C@H]1COCCS(=O)(=O)N1Cc1ccccc1 ?
eLon inh: 14; MsrA inh: 0.7; bovine MsrA act: -13; SKN-1 block: 9; MT1-MMP act inh: 9; FAS TE block: -2; NRP1-CendR mod: -14; Neddylation inh: inactive; Rin1 Abl inh: 1

How did CC(O)(c1cccc(F)c1)c1nc(-c2ccc(Cl)cc2)cs1 (configuration not stated) do in these assays?
eLon inh: -3; MsrA inh: -0.4; bovine MsrA act: -8; SKN-1 block: 30; MT1-MMP act inh: -3; FAS TE block: 33; NRP1-CendR mod: -14; Neddylation inh: inactive; Rin1 Abl inh: -6

What do the screens show for `CS(=O)(=O)N(CC(=O)O)c1cccc(Cl)c1`?
eLon inh: 6; MsrA inh: -0.3; bovine MsrA act: -2; SKN-1 block: 22; MT1-MMP act inh: -1; FAS TE block: -5; NRP1-CendR mod: 5; Neddylation inh: inactive; Rin1 Abl inh: -3
